S3 lipid droplet: qHTS Assay for Lipid Storage Modulators in Drosophila S3 Cells; Drosophila S3 cells, BODIPY lipid droplet fluorescence, 18-24 h; cells fed with added oleic acid; Potency in µM for hits, for the others lipid storage change, negative = inhibition, % at the top dose, mostly 46.1 µM; actives 0.64% (n = 320,000); AID 2685; active means well fitted inhibition curve with a large enough effect in the signal ratio, with a control signal flat, not every such curve was filed as active; inconclusive means small, poorly fitted or top-dose-only effect, or effect the other way, or a change in a side signal; the % refers to the signal ratio
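Drosophila S3 cells got compounds at several concentrations plus oleic acid (400 uM solution). Laser-scanning cytometry with 488 nm excitation read lipid droplets at 500-530 nm and cells at 575-640 nm. Percent activity was relative to 20 uM Triacsin C.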
S3 lipid droplet cell count max: further read-out of S3 lipid droplet, marked with its call; cell number change, %; measured here: cell count max response;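 cells counted by Cell Tracker Red CMTPX staining in the red channel; peak over a dose series mostly up to 46.1 µM; percent activity relative to internal control wells on each plate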
* = called active by the depositor; i = inactive; ? = inconclusive; · = not tested or not shown; [ ] = remark or other dose. On the % scale 0 is the no-effect control and ±100 the full control effect; potency means the concentration at half of the fitted maximal effect. This is a subset; rates above refer to the full screens.

SMILES	S3 lipid droplet	S3 lipid droplet cell count max
O=c1[nH]c(C2CCN(S(=O)(=O)c3ccc(S(=O)(=O)NC4CC4)cc3)CC2)nc2c1nnn2Cc1ccccc1	?	·
O=S(=O)(NCc1ccc2c(c1)OCO2)c1ccccc1F	?	·
COc1ccc(C2(c3ccc(OC)cc3)NC(=O)N(CC(=O)Nc3ccc(OC)c(OC)c3)C2=O)cc1	?	·
COC(=O)c1cc(Cl)c(NC(=O)/C=C/c2ccc(Cl)cc2Cl)cc1OC	i	·
Cc1onc(-c2ccccc2)c1CNC(=O)Nc1cccc(Cl)c1	-4%	6
COCCn1c(SCC(=O)Nc2ccc(C)cc2)nc2c(oc3ccccc32)c1=O	-1%	-7
CCOc1ccc(Nc2nc3c(C)cccc3cc2C#N)cc1	?	·
CCn1c(=O)n(CC)c2cc(S(=O)(=O)Nc3ccccc3C)c(C)cc21	?	·
CC(C)Cn1c(C(C)C)nc([N+](=O)[O-])c1Sc1ccc(Cl)cn1	-4%	-14
O=C(CSc1ccc(-c2nc3ccccc3[nH]2)cn1)N1CCN(C(=O)c2ccco2)CC1	?	·
C[C@@H](C[C@@H](O)[C@H](O)C(C)(C)O)[C@@H]1CC[C@]2(C)C3=CC[C@H]4C(C)(C)C(=O)CC[C@]4(C)[C@H]3CC[C@@]12C	?	·
COc1cc(C#Cc2ccc3cc(CCCO)oc(=O)c3c2)cc(OC)c1	?	·
COC(=O)c1ccc(O)c(Sc2cc(C(=O)OC)ccc2O)c1	-26%	·
Cc1ccc(NC(=O)C2CC(=O)n3c(nc4ccccc43)N2)cc1 (stereo not given)	?	·
CCc1c(C)nc2ncnn2c1Nc1ccccc1C	?	·
COc1ccc(C(=O)NC(=S)NNC(=O)c2cnccn2)cc1OC	?	·
COc1cc(C(=O)NCC(=O)N/N=C/c2ccccn2)cc(OC)c1OC	?	·
Cc1ccc(/C=N/NC(=O)c2n[nH]c3c2CCCC3)cc1	1%	14
O=C(O)Cc1csc2ccccc12	-9%	-1
CC(C)(C)SCCNC(=O)CN(c1ccccc1)S(=O)(=O)c1ccccc1	-5%	12
Cc1cc(C(=O)Nc2cccc3ccccc23)c(C)o1	76%	10
C=CCNC(=S)NNC(=O)c1cccn(Cc2ccc(Cl)cc2)c1=O	-1%	14
Cc1ccccc1NS(=O)(=O)CCCCC(Cl)(Cl)Cl	?	·
CC(C)OC(=O)/C(=C\c1cccc2ccccc12)NC(=O)c1ccccc1	?	·
CC1(C)CC(=O)c2ccc(O)cc2O1	?	·
CCOC(=O)CSc1nc2c(c(=O)n1-c1ccc(OC)cc1)SCC2	11%	·
CCCCN(Cc1cccs1)S(=O)(=O)c1ccc(-c2ccc(=O)[nH]n2)s1	?	·
Cc1nn(CC(=O)Nc2ccc3nc4n(c(=O)c3c2)CCCC4)c(C)c1[N+](=O)[O-]	i	-34
O=C(CCNS(=O)(=O)c1ccccc1C(F)(F)F)NNC(=O)C1COc2ccccc2O1 (stereo not given)	24%	24
Cc1ccnc(N2CCC(C(=O)NNC(=O)COc3cccc4ccccc34)CC2)n1	?	·

Part of the list above, with each value named.
C=CCNC(=S)NNC(=O)c1cccn(Cc2ccc(Cl)cc2)c1=O
  S3 lipid droplet: -1%
  S3 lipid droplet cell count max: 14

Cc1ccccc1NS(=O)(=O)CCCCC(Cl)(Cl)Cl
  S3 lipid droplet: ?
  S3 lipid droplet cell count max: ·

The listing continues.
SMILES	S3 lipid droplet	S3 lipid droplet cell count max
CC(=O)c1ccc2c3c(cccc13)CC2	i	·
CCCn1c(SCc2ccon2)nc2ccccc2c1=O	?	·
COc1ccccc1NC(=O)N1CCCC1C(=O)Nc1ccc2c(c1)OCCO2 (stereo not given)	?	·
NS(=O)(=O)c1ccc(CCNC(=O)Cc2cccs2)cc1	-24%	-4
O=[N+]([O-])c1ccc(CSc2ccccn2)cc1	11%	-3
Cc1ccc(S(N)(=O)=O)c(C)c1N1CCCC1=O	-1%	10
CC(C)c1cc(CN2CCN(C3CCCC3)C(CCO)C2)[nH]n1 (stereo not given)	2%	-1
Cc1cc(C)n(C(=O)c2cc3sccc3[nH]2)n1	?	·
CC(=O)Nc1ccc(S(=O)(=O)N2CCCc3ccccc32)cc1	?	·
CCN(CC)CCOC(=O)c1c(C)oc2ccc(OC)cc12	?	·
O=C(N/N=C/C=C\c1cccc([N+](=O)[O-])c1)c1cccnc1	?	·
COc1ccccc1NC(=S)N1CCC(c2nc3ccccc3o2)CC1	-31%	-13
Cc1ccc(S(=O)(=O)N2CCC(C(=O)Nc3cc(C(F)(F)F)ccc3N3CCOCC3)CC2)cc1C	8%	-7
CCN1CCSc2ccc(C(=O)NCc3ccc(OC(C)C)cc3)cc21	?	·
O=C(NCC1CCCO1)C1CC(=O)N(c2ccccc2)C1 (stereo not given)	?	·
CCc1ccc(NC(=O)CSCc2ccc(C(=O)O)cc2)cc1	28%	16
CNCCOc1ccccc1C(C)(C)C	?	·
CC(=O)c1c(C)[nH]c(C(=O)Nc2cc(S(=O)(=O)N3CCCCC3)ccc2C)c1C	19%	-9
CC(=O)Nc1ccc(NC(=O)C(C)OC(=O)CCC(=O)c2ccc(F)cc2)cc1 (stereo not given)	2%	9
CCCCn1c(N)c(N(CC)C(=O)c2ccc(C#N)cc2)c(=O)[nH]c1=O	?	·
CCCCOc1ccc(-c2csc(N)n2)cc1[N+](=O)[O-]	?	·
O=C(OCCOc1ccccc1F)c1cccc(S(=O)(=O)N2CCOCC2)c1	1%	9
CC(C)C(C)(C#N)NC(=O)CSc1nnc(-c2ccncc2)n1Cc1ccccc1 (stereo not given)	?	·
COc1ccc(CC(=O)Nc2ccc(-c3noc(COc4ccccc4C)n3)cc2)cc1	?	·
O=C(CCc1nc(-c2ccccc2Cl)no1)NC1CCCC1	?	·
COCCNCC#CCOc1ccc(OC)cc1	?	·
O=C(CC1CCCC1)NCCS(=O)(=O)N1CCN(c2ccccc2F)CC1	-15%[0.0737 µM]	7
COc1ccccc1OCCNC(=O)c1ccccc1C	?	·
COCCNc1nc2c(c(=O)n(Cc3ccc(OC)cc3)c(=O)n2C)n1C	i	-10
COCCCN1C(=O)C(=O)/C(=C(/O)c2ccc3c(c2)CC(C)O3)C1c1cccnc1 (stereo not given)	?	·
O=C(NCc1cccc2[nH]ccc12)C1CCC(=O)N(CCc2ccc(Cl)cc2)C1 (stereo not given)	?	·
O=C(CN1CCN(c2ccccc2)CC1)Nc1ccc(OCc2ccccc2)cc1	?	·
COc1ccc(OC)c(NC(=O)CCCN2C(=O)C3C4C=CC(C4)C3C2=O)c1 (stereo not given)	?	·
CC(C)[C@H](NC(=O)Nc1ccc(Oc2ccccc2)cc1)C(=O)O	?	·
O=C(c1ccccc1)N1CCN(Cc2ccccc2C(F)(F)F)CC1	9%	21
C/C(=N/NC(=O)CCc1ccccc1)c1ccco1	-19%	4
CCCN(CCC)Cc1c(C(=O)N/N=C/c2ccco2)nnn1-c1nonc1N	5%	1
O=C(c1ccco1)N1CCN(C(=O)c2cnn(-c3cccc(F)c3)c2C2CCNCC2)CC1	?	·
CCN(C(=O)Cn1c(=O)n(-c2cc(OC)c(OC)c(OC)c2)c(=O)c2ccccc21)c1cccc(C)c1	1%	5
COC(=O)c1sc(NC(=O)C(C)C)c(C(=O)OC)c1C	?	·
Cc1ccc2nc(=O)c(NNc3ccccc3)cnc2c1	?	·
Cc1ccc(-c2nn(-c3ccc(F)cc3)cc2C(=O)NC2CCC(O)CC2)cc1 (stereo not given)	?	·
Cc1c(NC(=S)NC(=O)c2cccc(Cl)c2)c(=O)n(-c2ccccc2)n1C	-14%	-17
C=CCC(NC(=O)Cc1ccccc1)C(=O)NCCC (stereo not given)	?	·
O=C(c1ccc(Cl)cc1[N+](=O)[O-])N1CCc2ccccc2C1	-2%	-7
Cc1onc(-c2c(Cl)cccc2Cl)c1COC(=O)c1ccc(Cl)cc1	5%	11
COc1cc(NC(=O)C2CC2C)c(C(=O)O)cc1OC (stereo not given)	?	·
CCc1ccc(CNC(=O)c2cc3c(C)nc4ccccc4c3o2)cc1	?	·
CC(C(=O)NC1CCCCC1)N1CCN(S(=O)(=O)c2cccs2)CC1 (stereo not given)	?	·
Cn1nc(C(F)(F)F)c(-c2ccc(Br)cc2)c1NC(=O)Nc1ccc(F)cc1F	?	·
Cc1ccc(NC(=O)c2cc(NC(=O)c3ccco3)ccc2N2CCOCC2)cc1Cl	?	·
CC(C)c1c(C(=O)N/N=C/c2ccncc2)nnn1-c1nonc1N	11%	9
COc1cccc(C2(O)C(=O)Nc3ccccc32)c1 (stereo not given)	10%	19
O=C(Nc1cccnc1Cl)c1ccc(S(=O)(=O)N2CCCCCC2)cc1	?	·
O=C(COC(=O)c1ncc(Cl)c(Cl)c1Cl)NC(=O)c1ccccc1	-9%	-10
O=C1C(=O)c2ccccc2C(O)=C1c1cccc([N+](=O)[O-])c1	0%	14
Cc1c(CCC(=O)NCCCCCC(=O)O)c(=O)oc2cc3occ(-c4ccccc4)c3cc12	7%	-4
Nc1nc(SCc2ccc(Cl)cc2Cl)n[nH]1	?	·
COc1ccccc1CC(=O)NNS(=O)(=O)c1cccc([N+](=O)[O-])c1	i	·
COc1ccc(CCNC(=O)COc2ccc(S(=O)(=O)N3CCOCC3)cc2)cc1	i	·

Four compounds out of the list above, ordered by their value in S3 lipid droplet cell count max, highest first.
SMILES	S3 lipid droplet	S3 lipid droplet cell count max
CC(=O)Nc1ccc(NC(=O)C(C)OC(=O)CCC(=O)c2ccc(F)cc2)cc1 (stereo not given)	2%	9
NS(=O)(=O)c1ccc(CCNC(=O)Cc2cccs2)cc1	-24%	-4
Cc1c(NC(=S)NC(=O)c2cccc(Cl)c2)c(=O)n(-c2ccccc2)n1C	-14%	-17
Cc1nn(CC(=O)Nc2ccc3nc4n(c(=O)c3c2)CCCC4)c(C)c1[N+](=O)[O-]	i	-34

Additional records follow.
SMILES	S3 lipid droplet	S3 lipid droplet cell count max
C=CCn1c(=O)c2c(nc(-n3nc(C)cc3C)n2C)n(C)c1=O	i	·
O=c1c(-c2ccc(Cl)cc2)coc2c(CN3CCCCC3)c(O)ccc12	-8%	-13
CC(/C=N/NC(=O)c1cc(-c2ccncc2)nc2ccccc12)=C\c1ccco1	?	·
O=C(N/N=C/C=C\c1ccccc1[N+](=O)[O-])c1cc(-c2ccc3ccccc3c2)n[nH]1	?	·
COc1ccc2occ(C(=O)c3coc4ccc(O)c(CN(C)C)c34)c2c1	?	·
CC(C)n1cnc2c(oc3ccccc32)c1=O	20%	15
CC1(C)NC(=O)N(CC(O)COc2ccc(-c3ccccc3)cc2)C1=O (stereo not given)	i	·
Cc1cccc2sc(NC(=O)CCn3cccc3)nc12	4%	1
CCOC(=O)N1CCN(c2cc(N(C)CCO)c([N+](=O)[O-])c3nonc23)CC1	2%	3
CCOC(=O)c1cnc(-n2nc(C)cc2C)nc1N1CCOCC1	0%	-1
COc1ccc(C(=O)N2CCN(c3ccc(NC(=O)c4cccnc4)cc3)CC2)cc1	?	·
N#Cc1ccccc1Sc1ccccc1C(=O)OCc1nnc(-c2ccccc2)o1	?	·
O=C(NCCc1ccccc1)c1ccc2nc3cc(Cl)ccc3c(=O)n2c1	?	·
CCn1c(SCc2ccc(Cl)c(Cl)c2)nnc1C(C)NC(=O)c1ccc(OC)cc1 (stereo not given)	?	·
S=c1nc(-c2ccccc2)c(-c2ccccc2)n[nH]1	10%	1

Record cards (already shown). Order of values: S3 lipid droplet	S3 lipid droplet cell count max
COc1ccccc1NC(=S)N1CCC(c2nc3ccccc3o2)CC1 is listed as -31%	-13
C=CCNC(=S)NNC(=O)c1cccn(Cc2ccc(Cl)cc2)c1=O is listed as -1%	14
NS(=O)(=O)c1ccc(CCNC(=O)Cc2cccs2)cc1 is listed as -24%	-4
Cc1ccc(NC(=O)c2cc(NC(=O)c3ccco3)ccc2N2CCOCC2)cc1Cl is listed as ?	·
CC(=O)Nc1ccc(S(=O)(=O)N2CCCc3ccccc32)cc1 is listed as ?	·

Additional entries follow:
SMILES	S3 lipid droplet	S3 lipid droplet cell count max
CCCC(=O)NCCc1cc2ccc(OC)cc2[nH]c1=O	?	·
Cc1ccc(CNC(=O)C2CCC(=O)N(CCCN3CCOCC3)C2)cc1 (stereo not given)	?	·
COc1ccccc1C(=O)O/N=C1/CCCc2c1ccc(OC)c2[N+](=O)[O-]	?	·
Cc1cc(=O)nc2c3ccccc3n(CC(=O)NCCCN3CCCC3=O)n12	26%	16
Cc1ccc(C(=O)c2nocc2C(=O)c2cccs2)cc1	5%	2
COc1ccc(C(=O)N2CC(=O)Nc3ccccc32)cc1S(=O)(=O)N1CCCC1	i	·
COc1ccc(CCNC(=O)c2cc3c(=O)n4ccccc4nc3n(Cc3ccco3)c2=N)cc1OC	i	-20
O=C(CN1CCN(S(=O)(=O)c2ccc3ccccc3c2)CC1)Nc1ccc(N2CCOCC2)cc1	4%	-9
O=C(CCCNC(=O)c1ccc(Cl)cc1)Nc1cccc(F)c1	?	·
CC1CCc2sc3ncnc(N4CCN(CCO)CC4)c3c2C1 (stereo not given)	?	·
O=C(COc1ccccc1)NNc1nc2ccccc2s1	?	·
CCOc1ccc(NC(=O)CN2CCN(C(=O)C3CCCO3)CC2)cc1 (stereo not given)	?	·
O=C(NCC(=O)N(c1ccc(F)cc1)C(C(=O)NC1CCCC1)c1cccnc1)c1ccco1 (stereo not given)	i	10
COc1cc2c(cc1OC)/C(=C/c1ccc(Br)cc1)C(=O)OC2	24%	·
C=CCNc1nc(NC(C)(C)CO)nc(OC)n1	9%	2
Cc1cccc(CNC(=O)CCc2nnc(C3CCCCC3)o2)c1	?	·
